p53ts 32C tox = kills p53ts cells at the permissive temperature | H1299-p53A138V at 32C, ATP luminescence viability, 24 h | Potency, µM (doses to about 46.1 µM), for the others: at the top dose activity change, negative = cytotoxicity, most hits filed as cytotoxic | 130,000 tested, 0.93% active;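 further: 0% = DMSO and -100% = full killing by reference compound; nearly all actives have a fitted effect of over 55% in size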
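H1299-p53 A138V cells (temperature-sensitive p53) exposed 24 h to up to 46 uM compound at 32C, where p53 is wild-type in conformation. Viability read as ATP luminescence and normalised to DMSO and 100 uM tamoxifen. AC50 fitted with the Hill equation.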
IkB signaling = inhibitors of IkB signaling in ABC-DLBCL cells; ABC-DLBCL IkBa-CBG/CBR dual luciferase ratio, 4 h; response scale: scaled: untreated 0%, proteasome inhibitor 100%; Potency, µM (top dose mostly 57.1 µM), for the others: top-dose IkBa stabilization activation; 110,000 tested, 0.04% active; AID 445; active means well fitted curve in the direction sought with a large enough effect in the signal ratio, not every such curve was filed as active; inconclusive means small, poorly fitted or top-dose-only effect, or a change in a side signal; the % refers to the signal ratio;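 further: the direction sought is a rising ratio; 0% = basal untreated cells and 100% = reference inhibitor full response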
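Luminescence ratio of IκBα-fused green versus native red beetle luciferase in OCI-Ly3 cells, 4 h post-doxycycline with compound; red signal alone, scaled from basal (0%) to zero light (-100%), flagged nonspecific or cytotoxic effects.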
p53ts 39C kill = cytotoxicity in p53ts cells at nonpermissive temperature; 130,000 tested, 1.5% active; Potency, µM (doses to about 46.1 µM), without a hit: at the highest dose activity change, negative = cell killing, usual class: cytotoxic; H1299-p53A138V viability at 39C, ATP luminescence, 24 h; further: nearly all actives have a fitted effect of over 55% in size
Peg3 imprint = inducers of genomic imprint erasure in mouse ES cells | AID 1948 | Potency, µM (series often up to 60.7 µM), inactives show top-dose activity change, positive = activation, most hits filed as activators | mouse ES Peg3-LacZ reporter, beta-gal luminescence, 40 h | 110,000 tested, 0.02% active;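 further: 0% = negative control wells on the plate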
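Readout: BetaGlo luminescence (5 min, room temp) for LacZ from the normally silent maternal Peg3 allele in female Peg3LacZ-Neo ES cells. Cells 300/well, 40 h, 37C, 5% CO2. Data normalized per plate to negative controls.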
Numbers without * were called inactive; & = joins results of further samples; [ ] = remark or other dose. Unless noted, the call rests on the fitted dose curve; in most records, active means well fitted curve in the direction sought with a large enough effect; inconclusive means small, poorly fitted or top-dose-only effect, or another doubt; inactive means no such curve, though single readings can be large; an effect the other way counts as inactive or inconclusive. Unless noted, on the % scale 0 is the no-effect control and ±100 the full control effect; potency means the concentration at half of the fitted maximal effect.

`Cc1ccc(NS(=O)(=O)c2ccc(CCC(=O)O)cc2)cc1` gave p53ts 32C tox 5%, IkB signaling 0.5%, p53ts 39C kill 14% and Peg3 imprint 8%.
CC(C)n1c(=N)c(C(=O)NCCc2ccccc2)cc2c(=O)n3ccccc3nc21 was read as p53ts 32C tox -20%, IkB signaling -3.7%, p53ts 39C kill -11% and Peg3 imprint -3%.
Screening CCC(C)N1CC23C=CC(O2)C(C(=O)OCc2ccccc2)C3C1=O (stereo unspecified) returned p53ts 32C tox 2%, IkB signaling 0.1%, p53ts 39C kill 6% and Peg3 imprint 10%.
Screening O=C(NCc1ccncc1)/C(=N/O)c1ccccc1 returned p53ts 32C tox -6%, IkB signaling -1.2%, p53ts 39C kill -6% and Peg3 imprint 14%.
For C=CCN=C1SC(C)C(=O)N1S(=O)(=O)c1ccccc1 (stereo unspecified) the results were p53ts 32C tox 8%, IkB signaling -0.5%, p53ts 39C kill -2% and Peg3 imprint -5%.
For O=C1C2=CC[C@H]3C(=O)N(C[C@@H]4CCCO4)C(=O)[C@@H]3[C@@H]2[C@H](O)[C@@H]2O[C@H]12 the results were p53ts 32C tox 0%[9.22 µM] and p53ts 39C kill -7%[9.22 µM].
CCOc1ccc(NCc2cccn2-c2nnc(N3CCC(C(=O)NC(C)c4ccccc4)CC3)s2)cc1 (stereo unspecified) was read as p53ts 32C tox 1%, IkB signaling inconclusive, p53ts 39C kill -17% and Peg3 imprint -15%[10.9 µM].
For CC1(C)Cc2c(c(N3CCOCC3)nc3sc(-c4ccc(C(=O)O)o4)c(N)c23)CO1 the results were p53ts 32C tox -13%&3%, IkB signaling 1.7%, p53ts 39C kill 4%&10% and Peg3 imprint 7%.
For Cc1cc(NCCCN(C)C)n2nc(-c3cccs3)cc2n1 the results were p53ts 32C tox -8% and p53ts 39C kill -11%.
COc1ccc(N2C(=O)CC(NC3CC3)C2=O)cc1 (stereo unspecified) was read as p53ts 32C tox -1%, IkB signaling -0.4%, p53ts 39C kill 7% and Peg3 imprint 1%.
Nc1c(C(=O)Nc2ccc(C(=O)O)cc2)sc2nc3c(cc12)CCCC3 was read as p53ts 32C tox inconclusive, IkB signaling inconclusive, p53ts 39C kill inconclusive and Peg3 imprint -10%[10.9 µM].
`CCc1ccc2c(CN(CC)Cc3nc4ccccc4c(=O)[nH]3)cc(=O)oc2c1` gave p53ts 32C tox -9%, IkB signaling 3.7%, p53ts 39C kill -14% and Peg3 imprint -13%.

Reprinted from the part before: 2 entries; new compounds follow.
Nc1c(C(=O)Nc2ccc(C(=O)O)cc2)sc2nc3c(cc12)CCCC3 was read as p53ts 32C tox inconclusive, IkB signaling inconclusive, p53ts 39C kill inconclusive and Peg3 imprint -10%[10.9 µM].
`CCc1ccc2c(CN(CC)Cc3nc4ccccc4c(=O)[nH]3)cc(=O)oc2c1` gave p53ts 32C tox -9%, IkB signaling 3.7%, p53ts 39C kill -14% and Peg3 imprint -13%.
For Cc1cc([N+](=O)[O-])ccc1NC(c1nnc(-c2ccccc2)o1)c1ccccc1F (stereo unspecified) the results were p53ts 32C tox 4%, IkB signaling 1.8%, p53ts 39C kill -22% and Peg3 imprint -18%[10.9 µM].
Screening O=C(Nc1ccccc1N1CCCCC1)c1ccc2nccnc2c1 returned p53ts 32C tox -7%, IkB signaling 1.0%, p53ts 39C kill 7% and Peg3 imprint -17%.
`Cc1ccc(CN2CCN(CC(=O)N/N=C/c3c[nH]c4ccccc34)CC2)cc1` gave p53ts 32C tox inconclusive and p53ts 39C kill -22%.
Screening CC(C)(C)c1ccc(C(=O)Nc2ccc(C(=O)OCc3cc(=O)n4ccsc4n3)cc2)cc1 returned p53ts 32C tox 16µM*, IkB signaling inconclusive, p53ts 39C kill 16µM* and Peg3 imprint -9%[10.9 µM].
Screening CCCCCn1c(=O)[nH]c2cc(C(=O)NCc3ccc(F)cc3)ccc2c1=O returned p53ts 32C tox -2%, IkB signaling 2.4%, p53ts 39C kill 18% and Peg3 imprint -13%[10.9 µM].
For COC(=O)CSc1nnc(-c2ccc(S(=O)(=O)N3CCCCC3)cc2)o1 the results were p53ts 32C tox 8%, IkB signaling 0.0%, p53ts 39C kill 13% and Peg3 imprint 1%.
For CCOc1ccc(NC(=O)C(=O)NCCc2csc(-c3ccc(C(F)(F)F)cc3)n2)cc1 the results were p53ts 32C tox 0%, IkB signaling 0.4%, p53ts 39C kill -14% and Peg3 imprint 28%[10.9 µM].
`COc1ccccc1NC(=O)C1C2C=CC(O2)C1C(=O)O` (stereo unspecified) gave p53ts 32C tox -5%, IkB signaling inconclusive, p53ts 39C kill -2% and Peg3 imprint -13%.
Cc1cccc(/N=C/c2c(O)[nH]c3ccccc23)n1 was read as p53ts 32C tox inconclusive, IkB signaling 8.9%, p53ts 39C kill inconclusive and Peg3 imprint -65%[inhibitor].
For CCOc1ccccc1NC(=O)Nc1cc(OC)ccc1OC the results were p53ts 32C tox 3%, IkB signaling 3.1%, p53ts 39C kill 9% and Peg3 imprint 3%.
For CC(C)CCNc1nc2c(-c3ccccc3)nnn2c2ccccc12 the results were p53ts 32C tox -2%, IkB signaling inconclusive, p53ts 39C kill 0% and Peg3 imprint -11%[10.9 µM].
`COc1ccccc1-c1c(C)nn2c(-c3ccccc3)cc(-c3ccccc3)nc12` gave p53ts 32C tox 7%, IkB signaling -1.0%, p53ts 39C kill 1% and Peg3 imprint -6%[10.9 µM].
`Cc1nnc(N2C(=O)C(O)=C(C(=O)c3ccco3)C2c2ccc(C(C)(C)C)cc2)s1` (stereo unspecified) gave p53ts 32C tox -5% and p53ts 39C kill 4%.
`O=C(COC(=O)c1ccc(Cl)c(S(=O)(=O)N2CCCC2)c1)NC1CCCC1` gave p53ts 32C tox 1%, IkB signaling 0.7%, p53ts 39C kill -7% and Peg3 imprint -6%.
COc1ccccc1NC(=O)c1cc(S(=O)(=O)N2CCc3ccccc32)ccc1F was read as p53ts 32C tox 1%, IkB signaling inconclusive, p53ts 39C kill -29% and Peg3 imprint 9%[10.9 µM].
For CNC(=O)OCc1cccc(COC(=O)NC)n1 the results were p53ts 32C tox 7%, IkB signaling -1.9%, p53ts 39C kill -9% and Peg3 imprint 4%.
For O=C(Cn1ccc2cc(S(=O)(=O)N3CCCCCC3)ccc21)NCCc1ccccc1Cl the results were p53ts 32C tox 6%, IkB signaling -1.4%, p53ts 39C kill -11% and Peg3 imprint 7%[10.9 µM].
`Cc1sc2nc(SCC(=O)NCc3cccs3)[nH]c(=O)c2c1C` gave p53ts 32C tox 5%, IkB signaling inconclusive, p53ts 39C kill -1% and Peg3 imprint -7%.
Screening CCc1ccccc1NC(=O)c1c(NC(=O)c2ccccc2)sc2c1CCCC2 returned p53ts 32C tox 14%, IkB signaling inconclusive, p53ts 39C kill -16% and Peg3 imprint -12%[10.9 µM].
`CCOC(=O)Nc1ccc(S(=O)(=O)Nc2cc(C)on2)cc1` gave p53ts 32C tox -2%, IkB signaling -0.2%, p53ts 39C kill 4% and Peg3 imprint -10%.
For Cc1ccc(C(=O)c2oc3ccccc3c2NC(=O)c2cc(-c3ccccc3)on2)cc1 the results were p53ts 32C tox 3%, IkB signaling 1.9%, p53ts 39C kill -3% and Peg3 imprint -18%[10.9 µM].
CC(C)CCn1c(N2CCN(c3cccc(Cl)c3)CC2)nc2c1c(=O)[nH]c(=O)n2C was read as p53ts 32C tox 10%, IkB signaling 0.0%, p53ts 39C kill 8% and Peg3 imprint -15%.
`CCC(=O)N1CCc2cc(Br)cc(S(=O)(=O)CCC(=O)N(CC)Cc3ccccc3)c21` gave p53ts 32C tox 5%, IkB signaling -2.8%, p53ts 39C kill 13% and Peg3 imprint 2%[10.9 µM].
Screening CCOc1ccc(-c2nc(Cn3c(=O)cc(C)c4c(C)nn(-c5ccccc5)c43)c(C)o2)cc1 returned p53ts 32C tox 3%, IkB signaling -1.1%, p53ts 39C kill -13% and Peg3 imprint -12%[10.9 µM].

By substructure: the entries above with fluorine
For Cc1cc([N+](=O)[O-])ccc1NC(c1nnc(-c2ccccc2)o1)c1ccccc1F (stereo unspecified) the results were p53ts 32C tox 4%, IkB signaling 1.8%, p53ts 39C kill -22% and Peg3 imprint -18%[10.9 µM].
Screening CCCCCn1c(=O)[nH]c2cc(C(=O)NCc3ccc(F)cc3)ccc2c1=O returned p53ts 32C tox -2%, IkB signaling 2.4%, p53ts 39C kill 18% and Peg3 imprint -13%[10.9 µM].
For CCOc1ccc(NC(=O)C(=O)NCCc2csc(-c3ccc(C(F)(F)F)cc3)n2)cc1 the results were p53ts 32C tox 0%, IkB signaling 0.4%, p53ts 39C kill -14% and Peg3 imprint 28%[10.9 µM].
COc1ccccc1NC(=O)c1cc(S(=O)(=O)N2CCc3ccccc32)ccc1F was read as p53ts 32C tox 1%, IkB signaling inconclusive, p53ts 39C kill -29% and Peg3 imprint 9%[10.9 µM].

The listing continues:
Screening CCCCN(C(=O)NC(=O)Nc1ccccc1OCC)S(C)(=O)=O returned p53ts 32C tox 2%, IkB signaling 0.5%, p53ts 39C kill -17% and Peg3 imprint -12%.
Screening Cc1ccc(NC(=O)C2CCCN2S(=O)(=O)c2ccc(F)cc2)c(C)c1 (stereo unspecified) returned p53ts 32C tox 1%, IkB signaling -0.3%, p53ts 39C kill 2% and Peg3 imprint inconclusive.
Screening CC(=O)c1ccc(OC(=O)c2ccc(Br)o2)cc1 returned p53ts 32C tox 0%, IkB signaling 4.0%, p53ts 39C kill 14% and Peg3 imprint -4%.
`Cc1cccc(C(=O)N2CCN(c3ncnc4c3cnn4-c3ccccc3)CC2)c1` gave p53ts 32C tox 5% and p53ts 39C kill -22%.
CCC(Oc1ccccc1)C(=O)Nc1nc2ccccc2[nH]1 (stereo unspecified) was read as p53ts 32C tox 4%, IkB signaling 0.4%, p53ts 39C kill 0% and Peg3 imprint -26%.
Cc1cc(NC(=O)CSc2nc3c(c(=O)n2CCc2ccccc2)SC(C)C3)no1 (stereo unspecified) was read as p53ts 32C tox -3%, IkB signaling 0.2%, p53ts 39C kill 6% and Peg3 imprint -18%.
For COc1ccc(NC(=O)CSc2nnc(CNC(=O)c3ccco3)o2)c(OC)c1 the results were p53ts 32C tox 20%, IkB signaling 2.3%, p53ts 39C kill 15% and Peg3 imprint -7%.
Screening COc1ccc(C(c2nnnn2C2CCCCC2)N2CCN(c3ccccc3)CC2)cc1 (stereo unspecified) returned p53ts 32C tox 11%, IkB signaling 0.8%, p53ts 39C kill -1% and Peg3 imprint -7%.
CCn1c2c(c(=O)n3ncc(C(=O)Nc4ccc(F)cc4Cl)c13)CN(Cc1ccc(OC)cc1)CC2 was read as p53ts 32C tox 1%, IkB signaling inconclusive, p53ts 39C kill -13% and Peg3 imprint -8%[10.9 µM].
Screening CCOC(=O)c1c(C)c(C(=O)NCC2CCCO2)c(C)n1CC (stereo unspecified) returned p53ts 32C tox 11%, IkB signaling -1.2%, p53ts 39C kill 14% and Peg3 imprint -5%.
O=C(Nc1cccc2c1CCCC2)C1CCN(C(=O)NC2CCCCC2)CC1 was read as p53ts 32C tox 12%, IkB signaling 1.3%, p53ts 39C kill 7% and Peg3 imprint inconclusive.
`Cn1nc(-c2ccccc2F)c2cc(C(=O)Nc3cc(F)ccc3F)sc21` gave p53ts 32C tox -5%, IkB signaling -1.6%, p53ts 39C kill -15% and Peg3 imprint 6%[10.9 µM].
Screening O=C1CC(c2ccco2)CC(O)=C1C=NCCN1CCN(C2CC(=O)N(c3ccccc3)C2=O)CC1 (stereo unspecified) returned p53ts 32C tox 5% and p53ts 39C kill 3%.
CN1CCN(S(=O)(=O)c2ccc(Br)s2)CC1 was read as p53ts 32C tox -6%, IkB signaling 0.3%, p53ts 39C kill 5% and Peg3 imprint -9%.
`CC(Oc1ccc(Cl)cc1Cl)c1nc(-c2ccccn2)no1` (stereo unspecified) gave p53ts 32C tox -19%, IkB signaling 0.5%, p53ts 39C kill -4% and Peg3 imprint -17%.
Screening O=C(SCc1cccc2ccccc12)c1ccc(Cl)cc1 returned p53ts 32C tox -3%[9.22 µM], IkB signaling 0.0%[11.4 µM], p53ts 39C kill 1%[9.22 µM] and Peg3 imprint -13%[10.9 µM].

Screening data deposited in PubChem BioAssay by National Center for Advancing Translational Sciences (NCATS).
